Source: PubChem BioAssay (The Scripps Research Institute Molecular Screening Center)
M1 antag – human CHRM1 antagonism. P11229. CHO-K1 hM1, Fluo-8 calcium fluorescence, ACh EC80 antagonist. inhibition, % at 3 µM. 1.3% of 360,000 active;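 active = percent inhibition above its own plate's cutoff, namely the mean of that plate's compound wells plus 3 SD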;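 also: peak over basal fluorescence ratio during 140 s after agonist addition; 0% = ACh EC80 plus DMSO and 100% = DMSO alone without agonist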
TAAR1 agonist – human TAAR1 agonism; CHO RD-HGA16 TAAR1, Fluo-8 calcium fluorescence; vehicle wells 0%, saturating PEA agonist 100%; activation, % at 3 µM; 0.99% of 360,000 active;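 active = activation above the mean activation of all test compounds in the run plus 3 SD, cut at about 38% in these data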
Target sequence (Q96RJ0 whole entry, looked up): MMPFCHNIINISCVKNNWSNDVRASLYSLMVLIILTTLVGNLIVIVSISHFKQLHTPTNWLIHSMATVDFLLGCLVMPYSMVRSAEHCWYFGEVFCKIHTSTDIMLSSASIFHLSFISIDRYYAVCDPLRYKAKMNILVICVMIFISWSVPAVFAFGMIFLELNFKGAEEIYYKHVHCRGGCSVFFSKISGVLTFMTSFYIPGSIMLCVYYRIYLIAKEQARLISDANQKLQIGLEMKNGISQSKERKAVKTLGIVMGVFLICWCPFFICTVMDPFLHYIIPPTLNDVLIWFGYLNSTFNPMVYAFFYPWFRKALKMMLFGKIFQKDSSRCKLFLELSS
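Assay system: CHO-derived RD-HGA16 cells with stable Gα16 and human TAAR1; timing: 17-24 h seeding, 75 min 37 °C dye, 30 min RT; read-out: % activation from peak over basal fluorescence ratio, DMSO-to-PEA scaled; measured by: kinetic Fluo-8 calcium fluorescence; benchmarks: low control DMSO, high control PEA (EC100); doses: 3 µM single concentration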
M4 ag – CHRM4 agonism in calcium assay | CHO-K1 hM4/Gqi5, Fluo-8 calcium fluorescence; vehicle 0%, full acetylcholine response 100% | activation, % at 3 µM | 0.14% of 360,000 active;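 active = activation above the run mean over all test wells plus 3 SD, cut at about 32% in these data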;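 also: peak over basal fluorescence ratio per well then scaled between controls; 0% = DMSO wells and 100% = acetylcholine at EC100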
Target sequence (P08173 whole entry, looked up): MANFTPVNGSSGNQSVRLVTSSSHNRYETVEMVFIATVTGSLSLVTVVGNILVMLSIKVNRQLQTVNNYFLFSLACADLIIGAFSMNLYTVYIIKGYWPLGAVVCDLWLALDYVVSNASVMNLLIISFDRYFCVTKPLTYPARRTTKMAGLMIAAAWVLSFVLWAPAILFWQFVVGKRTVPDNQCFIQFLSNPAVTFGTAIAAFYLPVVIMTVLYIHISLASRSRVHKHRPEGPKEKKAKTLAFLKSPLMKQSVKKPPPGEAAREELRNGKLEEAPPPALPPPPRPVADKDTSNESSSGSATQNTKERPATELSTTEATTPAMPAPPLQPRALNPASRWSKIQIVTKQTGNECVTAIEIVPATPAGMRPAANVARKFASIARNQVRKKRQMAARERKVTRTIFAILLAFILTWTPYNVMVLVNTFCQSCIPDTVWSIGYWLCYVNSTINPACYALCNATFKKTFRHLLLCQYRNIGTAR
M5 PAM – CHRM5 positive allosteric modulation. P08912. CHO-K1 hM5, Fluo-8 calcium, ACh EC20 PAM; 0% = ACh EC20, 100% = ACh EC100. activation, % at 3 µM. 0.3% of 360,000 active. AID 624038;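 active = activation above the run cutoff, the mean activation of all test compounds plus 3 SD, cut at about 18% in these data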
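Assay system: CHO-K1 hM5 cells. Also added: acetylcholine at EC20 concentration, added after compound. Dosing: 3 µM, single dose. Times: compound preincubation 140 s before EC20 acetylcholine addition. Signal: Fluo-8 calcium fluorescence. Measure: % activation relative to EC20 and EC100 ACh responses. Repeats: singlicate, one well per test compound.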
M5 ag – agonists of human muscarinic M5 receptor (CHRM5). P08912. CHO-K1 hM5 cells, Fluo-8 calcium fluorescence; 0% DMSO wells, 100% maximal acetylcholine response. activation, % at 3 µM. 0.19% of 360,000 active. AID 624037;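 active = activation above the run's mean over test compounds plus 3 SD, cut at about 23% in these data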;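 also: signal is peak over basal fluorescence ratio across the kinetic read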
M1 PAM – positive allosteric modulators of human M1 muscarinic receptor; P11229; CHO-K1 hM1, Fluo-8 calcium fluorescence, ACh EC20; 0% = ACh EC20, 100% = maximal ACh; activation, % at 3 µM; 0.088% of 360,000 active; AID 588819; in the data active = activation above about 19%, passing the limit was not always enough
M1 ag – activates human CHRM1 receptor; CHO-K1 hM1, Fluo-8 calcium fluorescence, agonist mode; 0% DMSO, 100% acetylcholine EC100; activation, % at 3 µM; 0.33% of 360,000 active; AID 588814;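 active = activation above the run's mean compound activation plus 3 SD, cut at about 16% in these data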;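 also: peak over basal fluorescence ratio within a 140 s kinetic read after compound addition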
CHRM4 antagonist – CHRM4 antagonism in calcium assay; CHO-hM4 cells, ACh EC80, Fluo-8 calcium fluorescence; inhibition, % at 3 µM; 0.73% of 360,000 active;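 active = inhibition above its plate's cutoff, the mean inhibition of sample wells plus 3 SD, cut at about 27% in these data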;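 also: 0% = acetylcholine EC80 with DMSO and 100% = DMSO without agonist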
M5 antag – blocks acetylcholine activation of human M5 receptor | 0.59% of 360,000 active | CHO-hM5 cells, Fluo-8 calcium fluorescence, ACh EC80 | P08912 | inhibition, % at 3 µM | AID 624040;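 active = inhibition above a per-plate cutoff, the mean of that plate's test compounds plus 3 SD, cut at about 27% in these data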;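 also: 0% = acetylcholine EC80 with DMSO and 100% = DMSO without agonist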
* marks the source's active call; other numbers are inactive results; / = not tested or not shown.

SMILES	M1 antag	TAAR1 agonist	M4 ag	M5 PAM	M5 ag	M1 PAM	M1 ag	CHRM4 antagonist	M5 antag
CCOCCCNC(=O)C(NC(=O)c1cnccn1)c1ccc(C)cc1 (stereo unspecified)	-8.8	5.3	0.4	-7.2	1.2	3.6	-2.7	-3.9	0.9
CC(Sc1nnnn1-c1cccc(F)c1)C(=O)NC1CCCC1 (stereo unspecified)	-12.2	6.0	0.8	0.7	0.4	7.0	-6.2	-12.6	5.5
COc1ccc(C(=O)NCC(C)CN(C)C)cc1 (stereo unspecified)	-14.5	6.8	0.1	4.0	-1.2	0.9	-3.9	2.0	1.2
COc1cc2ccc(CC(=O)O)cc2cc1OC	/	5.1	0.3	-1.7	1.1	/	/	3.4	3.7
O=C(CC1OC(=O)c2ccccc21)c1ccco1 (stereo unspecified)	1.2	8.7	0.3	-3.6	1.6	2.1	-3.0	1.6	5.3
CC1CCCN(C(=S)NCCc2ccccc2)C1 (stereo unspecified)	-8.6	11.2	0.1	19.3*	-6.9	5.4	-1.7	-6.1	-9.0
O=C(Nc1cccc(C(=O)O)c1)/C(=C/c1ccc2c(c1)OCO2)NC(=O)c1cccc(Br)c1	-1.1	3.2	1.6	-12.6	0.3	2.4	-5.5	-2.3	28.0*
Cc1cccc(NS(=O)(=O)c2ccc3c(c2)CCN3C(=O)CCC(=O)O)c1	-17.7	0.3	1.4	2.0	-4.2	19.4	-3.2	-1.4	2.9
O=S(=O)(NCc1ccco1)c1ccccc1Br	-17.4	3.8	-0.7	-7.4	4.9	12.2	-2.7	-5.7	4.1
O=S1(=O)CC(N2CCCCC2)CN1Cc1cn(Cc2ccccc2)nn1 (stereo unspecified)	/	1.9	0.9	-3.0	0.7	/	/	-14.8	-7.0
C=CCN1C(=O)c2cccc3c(N4CCCCC4)ccc(c23)C1=O	6.3	28.8	6.1	-8.6	21.9	-4.6	7.4	0.8	2.3
C1COCCNCCOCCOCCOCCN1	-3.9	2.8	0.7	3.5	1.4	4.0	-5.6	-5.2	-9.2
CCSc1cc(N2CCCC2)nc(-c2ccccc2Cl)n1	-2.8	3.4	1.0	6.3	0.4	2.4	-1.6	6.2	-2.6
CCOC(=O)c1ccc(N2C(=O)C(C)=C(C)C2=O)cc1	3.2	-2.7	1.3	-5.5	-1.3	-6.1	-2.9	-0.7	3.2
COc1ccc(N2CCN(C(CNS(=O)(=O)c3cccs3)c3cccnc3)CC2)cc1 (stereo unspecified)	27.9	/	15.4	-14.4	3.5	-6.5	0.5	19.3	13.0
O=C(CCS(=O)(=O)c1ccc(Br)cc1)Nc1ccc(Cl)cc1F	-10.0	5.6	0.5	3.3	-2.0	12.0	-8.1	0.6	-5.8
NN=C(c1cccc([N+](=O)[O-])c1)c1cccc([N+](=O)[O-])c1	-8.4	3.3	-0.2	-7.4	-6.1	3.5	-2.8	-3.6	9.0
COc1ccc(CN2CCNC(=O)C2CC(=O)N2CCCN(C(C)=O)CC2)cc1OC (stereo unspecified)	-5.3	-0.4	2.1	5.2	-1.3	8.0	-1.9	-0.6	-0.1
CCOC(=O)C1=C(COC(=O)/C=C/c2ccc(O)c(OC)c2)NC(=O)NC1C (stereo unspecified)	29.3	25.9	21.1	-12.8	8.6	-18.3	2.1	-0.5	8.6
O=C(NC1CCCCC1)n1c(=O)oc2cc(S(=O)(=O)N3CCCCC3)ccc21	21.8	5.2	0.3	1.3	4.3	-6.8	-2.4	-4.1	1.0
Cc1ccccc1NC(=O)c1ccc(S(=O)(=O)N2CCCC2)cc1	2.1	-0.8	0.7	-0.8	-3.7	1.8	-6.9	-12.3	-2.2
CC(=O)N(C)c1ccc(NC(=O)c2ccccc2C(=O)O)cc1	-14.0	2.9	0.5	-0.3	-0.6	8.9	-4.4	-2.7	-3.0
CC1(C)CC(NC(=O)CCc2ccccc2)CC(C)(C)N1	-4.3	2.9	0.4	0.4	-2.0	1.3	-4.4	5.2	2.4
CC1CC(NC(=O)/C=C/C(=O)O)CC(C)(C)C1 (stereo unspecified)	-10.5	2.1	1.4	6.8	-0.1	5.2	-0.8	3.6	-3.1
COc1cc(OC)cc(C(=O)NC(C(=O)OCn2nnc3ccccc3c2=O)C(C)C)c1 (stereo unspecified)	2.1	2.6	6.7	-12.2	0.7	-3.9	-4.3	0.1	3.9
Cc1csc(NC(=O)CCc2ccc(S(=O)(=O)N3CCOCC3)cc2)n1	-1.0	8.7	4.9	-4.5	0.1	5.4	7.8	-3.4	2.9
CCOC(=O)C1CCCN(S(=O)(=O)c2ccc(Br)s2)C1 (stereo unspecified)	-3.0	4.2	1.8	-4.2	-2.4	-2.8	-6.7	2.6	1.5
Nc1nnc2c(C(F)(F)F)nc3ccccc3n12	-12.8	-0.7	1.8	-0.7	-3.1	14.0	1.8	-8.3	3.0
COc1cc(CCC(=O)Nc2ccc(S(=O)(=O)NC3=NCCCCC3)cc2)cc(OC)c1OC	-3.4	1.3	0.9	-0.4	-4.6	2.8	-3.0	-13.5	9.0
CCN1C(=O)N(CC)c2cccc3cccc1c23	-12.2	0.9	-0.3	2.6	-0.5	9.9	-5.9	8.2	-1.7
CCNC(=O)COC(=O)/C=C/c1cccs1	-1.9	6.4	1.6	-3.2	4.1	7.4	-3.1	-2.2	16.2
COC(=O)c1ccc(NC(=S)Nc2cccc(C)n2)cc1	2.3	0.0	1.3	-0.3	-1.6	-3.1	-10.6	-8.4	-2.2
COc1ccccc1OCCNC(=O)C1CCCCC1	-5.5	1.9	8.8	-5.5	0.9	4.5	-3.6	-3.1	17.9
CN1CCN(C2CN(Cc3cn(Cc4ccccc4C(F)(F)F)nn3)S(=O)(=O)C2)CC1 (stereo unspecified)	2.2	0.2	0.3	2.5	1.7	5.4	-10.9	-16.7	-1.1
CC1=CC(C)(C)n2c(O)c(N=N)c3cc(C)cc1c32	1.1	-1.7	-3.1	3.6	-2.0	1.2	-1.6	-11.9	-15.5
COc1ccc(C)cc1NC(=S)NNC(=O)c1ccccc1Cl	-1.2	4.6	0.9	-3.9	0.9	7.0	1.4	-7.4	3.9
c1ccc(NC2=Nc3cccc4cccc2c34)cc1	-7.1	1.1	-0.1	0.6	-4.8	4.2	-1.0	12.1	2.1
O=C(O)c1ccc(N2C(=O)CC(N3C(=O)/C(=C/c4ccc(Cl)cc4)SC3=S)C2=O)cc1 (stereo unspecified)	-0.6	2.2	0.5	-4.0	0.9	2.5	-5.2	-11.7	0.4
O=S(=O)(c1ccccc1Br)N(CC(O)COCc1ccccc1)C1CC1 (stereo unspecified)	-6.3	-1.2	2.7	0.6	-0.6	3.8	-2.8	-4.5	-7.6
C/C(=N\NC(=O)c1ccc(N(C)C)cc1)c1cccnc1	-2.3	-0.4	0.5	-0.9	-4.2	10.8	-2.5	4.8	-3.2
CC(C)CCN(Cc1ccco1)S(=O)(=O)c1csc(C(N)=O)c1	11.0	1.5	2.2	-3.9	-3.2	-0.8	-1.7	10.9	7.9
CCO/N=C/c1ccc(OC)c(Oc2nc(OC)cc(OC)n2)c1	-12.6	16.6	-1.5	-1.3	1.2	10.2	-7.1	-4.9	-3.2
CCC(C(=O)c1ccccc1)N(C(=O)c1ccccc1Cl)N1C(=O)C2C3C=CC(C3)C2C1=O (stereo unspecified)	-21.7	7.5	2.9	1.2	-2.4	23.7	1.2	-13.0	-7.4
O=C(Nc1ccc(S(=O)(=O)N2CCCCC2)cc1)C1CCCN(C(=O)c2ccc(Cl)cc2)C1 (stereo unspecified)	-6.8	6.1	1.0	-1.3	-4.1	2.1	-6.5	-0.3	-1.3
NC(=O)CC(NC(=O)Cc1ccc(Br)cc1)c1ccc(N2CCN(c3ccc(F)cc3)CC2)c([N+](=O)[O-])c1 (stereo unspecified)	3.8	6.5	0.7	5.5	1.4	4.2	-7.7	2.2	11.2
CCN(CC)c1ccc(C=Nc2ccc(C)cc2)c(O)c1	-14.7	6.9	-0.5	-10.5	-1.2	3.1	-4.8	1.1	13.9
CCOC(=O)C1(Cc2ccccc2)CCN(Cc2ccc(C3CCCCO3)s2)CC1 (stereo unspecified)	-7.7	8.2	7.7	-1.0	-1.6	-2.1	-2.5	-7.6	-6.4
O=C(C1=C(O)C(=O)N(CCCN2CCOCC2)C1c1ccccn1)c1cc2ccccc2o1 (stereo unspecified)	-9.3	2.5	1.7	6.6	-4.1	-5.0	-2.2	-10.6	-6.3
Cc1ccc(C(=O)N/N=C\c2ccc(Br)o2)o1	-4.1	-0.1	-1.3	0.8	-0.4	6.6	-0.9	-3.3	5.4
COc1cc2cc(CN(CCCN3CCOCC3)C(=O)Nc3ccccc3F)c(=O)[nH]c2cc1OC	-5.9	2.2	0.1	-1.1	-1.6	8.6	-1.1	8.4	10.0
COC(=O)c1c(C)[nH]c(C(=O)OCC(=O)NC(C)(C)C)c1C	1.5	5.1	1.3	-2.9	-2.3	0.6	-2.7	8.2	11.8
CCN(CC)c1ccc(CN(C(=O)c2ccco2)C2CCS(=O)(=O)C2)cc1 (stereo unspecified)	-3.2	/	-0.8	-1.9	-0.5	3.2	-5.4	1.1	5.9
COc1cc(/C=N/NC(=O)c2cccnc2)ccc1OCC(=O)Nc1ccccc1Cl	1.2	17.5	5.8	-3.1	3.8	2.4	-5.2	5.6	8.4
Cc1ccc(-c2noc(CCC(=O)NCCc3ccccc3Cl)n2)cc1	-32.1	/	4.6	-2.9	0.0	0.6	2.9	-7.9	1.3
COCCCNC(=O)c1ccc(Cn2c(=O)c3ccccc3n(CC(=O)NCc3ccco3)c2=O)cc1	-9.3	-0.7	0.5	-0.8	2.6	5.1	-2.3	7.6	3.5
Cc1nc(NC(=O)CSc2nc(N)cc(N)n2)sc1C	-3.8	-0.8	0.3	-3.5	-1.3	2.1	0.7	3.1	12.5
CCCCc1c(-c2ccccc2OC)ncn1CCc1ccccc1Cl	/	64.2*	15.7	-18.5	3.8	/	/	4.8	19.3
COc1ccc2[nH]c(=O)c(CN(CC3CCCO3)S(=O)(=O)c3ccccc3F)cc2c1 (stereo unspecified)	10.6	22.8	26.1	-9.6	1.7	-3.7	-0.5	2.9	15.2
COCCCN(C(=O)c1ccccc1)c1nc(-c2ccc(OC)cc2)cs1	-18.2	-0.7	-0.3	-1.9	-5.9	10.8	-2.9	10.0	-2.2

Limited to M4 ag, CHRM4 antagonist and M1 PAM, for some of the entries so far:
molecule | M4 ag | CHRM4 antagonist | M1 PAM
CCNC(=O)COC(=O)/C=C/c1cccs1 | 1.6 | -2.2 | 7.4
CCOCCCNC(=O)C(NC(=O)c1cnccn1)c1ccc(C)cc1 (stereo unspecified) | 0.4 | -3.9 | 3.6
O=S(=O)(NCc1ccco1)c1ccccc1Br | -0.7 | -5.7 | 12.2

The list is partial. The share of hits here may be higher or lower than overall.
